# EWS-Fli block: EWS/Fli-driven NR0B1 reporter inhibitors, primary screen, A673 cells, NR0B1 luciferase, luminescence, MLPCN library; viability-normalised; AID 651661, 2012; 350,000 tested, 0.67% active; inhibition, % at 12.6 µM;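 active means mean inhibition of at least 50% after viability correction, with every replicate also passing that limit; inconclusive means mean reaches 50% but only one of two replicates passes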;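 further: firefly luciferase signal divided by Alamar Blue viability fluorescence both relative to DMSO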
# Cneo AK release: Cryptococcus neoformans cell lysis inducers, primary screen, AK release luminescence, single concentration; C. neoformans lysis, adenylate kinase release luminescence, 4 h; normalised: neutral wells 0, clomiphene wells 100; lysis activity, % at 15 µM; 360,000 tested, 0.2% active;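 active means mean lysis activity across replicates of at least 80%, whatever share of replicates individually reach that level; inactive means mean lysis activity below 80%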
#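 Test system: log-phase Cryptococcus neoformans yeast cells. Input: 5 × 10^6 yeast cells/mL. Medium: fresh YPD growth medium. Doses: single dose. Incubation: static 4 h at 37 °C with compound, 1 h detection. Measured by: luminescent adenylate kinase detection reagent. Read-out: signal increase indicating cell lysis. Benchmarks: Clomiphene.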
# PAX8 reporter: inhibitors of PAX8-driven TPO luciferase reporter, primary screen, RMG-I cells, single concentration; SteadyGlo, 24 h; inhibition, % at 12.6 µM; 360,000 tested, 1.2% active;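 active means mean replicate inhibition at least 60% with every replicate also reaching 60%; inconclusive means only one of the two criteria is met; inactive means mean below 60% and not all replicates reaching 60%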;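 further: luciferase light reporting Pax8 driven TPO promoter activity; plate controls were median of neutral control wells for no effect and mitoxantrone controls for full effect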
# FN deposition inh: inhibitors of fibronectin matrix deposition, primary screen, AH1F cells, Alexa488-fibronectin fluorescence, plate reader | 350,000 tested, 0.086% active | AH1F fibroblasts, overnight | inhibition, % at 12.6 µM;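 active means mean inhibition across replicates of 30% or more, regardless of how many single replicates reach that level; inconclusive means mean under 30% yet at least half of replicates reach 30%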;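 further: positive control wells lacked labelled fibronectin entirely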
#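 Measured by – fluorescence 485/525 nm · System – AH1F fibroblast monolayer, labelled fibronectin deposition · Amount – 10000 cells per well · Buffer or medium – serum-reduced DMEM (2% serum) · Doses – single dose, pinned · Also added – fluorescent fibronectin at 24 nM final · Schedule – 1 h cell attachment, overnight exposure to compound and label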
# miR122 inh: miR-122 Renilla sensor signal increase in Huh7, primary screen, miR-122 inhibitor project, cell-based, single point, plate reader | Huh7 miR-122 Renilla luciferase sensor, 48 h; neutral wells = 0, positive control = 100 | activation (reporter increase), % at 12.5 µM | 340,000 tested, 0.3% active;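 active means mean replicate activation score at least 90 and every replicate individually at or above 90; inconclusive means only one of the two criteria met; inactive means neither criterion met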;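 further: higher luciferase means less miR-122 activity so hits act as miR-122 inhibitors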
# CASP6 VEID inh: human caspase-6 inhibitors, primary screen, biochemical, VEID-R110 fluorescence, single point, set 2 | purified caspase-6, Z-VEID-R110 cleavage fluorescence | 350,000 tested, 0.53% active | AID 686996, 2013 | inhibition, % at 12.5 µM;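 active means mean inhibition across replicates at least about 35%, with every replicate also reaching that limit, limit read from the data; inconclusive means only one of the two criteria met; inactive means neither criterion met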;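 further: 0% = median of neutral control wells and 100% = no fluorescence left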
# Target sequence (P55212 24-179 limits assumed): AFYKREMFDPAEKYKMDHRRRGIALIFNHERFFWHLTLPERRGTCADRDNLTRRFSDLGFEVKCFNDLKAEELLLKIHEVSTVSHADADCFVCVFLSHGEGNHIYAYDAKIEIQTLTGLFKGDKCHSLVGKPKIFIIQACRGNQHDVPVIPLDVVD
# Target sequence (P55212 194-293 limits assumed): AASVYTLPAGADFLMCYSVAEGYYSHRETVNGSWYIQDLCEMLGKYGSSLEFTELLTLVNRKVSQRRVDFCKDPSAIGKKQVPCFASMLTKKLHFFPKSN
# PGC1a acetyl inh: inhibitors of PGC1a acetylation signal, primary screen, cell-based, U2OS, AlphaScreen, inhibitor mode; AlphaScreen anti-acetyl-lysine; with virally co-expressed GCN5 acetyltransferase; inhibition, % at 15.6 µM; 350,000 tested, 0.17% active; AID 651687, 2012;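 active means every replicate shows inhibition of at least 40%; inconclusive means mean inhibition at least 40% but some replicate below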;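 further: 0% = neutral control wells and 100% = positive control wells; some results beyond the cut were filed as inactive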
# LGR2 inh: inhibitors of bursicon-induced LGR2 CRE-luciferase signal, primary screen, cell-based, HEK293, CRE-luciferase reporter, bursicon stimulation; Drosophila bursicon receptor LGR2 (rickets); bursicon-stimulated, 4 h; inhibition, % at 9.99 µM; 380,000 tested, 0.35% active;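 active means drop in luminescence signal, shown as inhibition above about 50% in the replicate tests, limit read from the data, passing the limit was not always enough; inconclusive means probably only some replicates passing the limit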;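 further: agonist challenge used bursicon conditioned medium at about half maximal strength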
# * = called active by the depositor; ? = inconclusive; / = not tested or not shown; & = joins results of further samples; [ ] = dose if it differs, or a comment.
SMILES	EWS-Fli block	Cneo AK release	PAX8 reporter	FN deposition inh	miR122 inh	CASP6 VEID inh	PGC1a acetyl inh	LGR2 inh
CCc1noc(C)c1C(=O)NC1CC(C)(C)Cc2c1cnn2-c1ccccc1 (configuration not stated)	3	-3	/	7	-1	-1	/	4
CCN(CC(=O)Nc1ccc2c(c1)OCCO2)C(=O)C(C)Oc1ccc(Cl)cc1 (configuration not stated)	-4	-6	/	-9	16	-170	/	-5
COc1ccc(-c2noc(CCCC(=O)NC3CCCC3)n2)cc1	48	-1	18	-7	-9	-4	/	1
COc1ccc(S(=O)(=O)Nc2ccccc2C(=O)NC2CC2)cc1NC(C)=O	-11	2	-8	-9	3	1	5	-5
CCOC(=O)CC(=O)CSc1ncnc2c1nnn2-c1ccc(OC)cc1	-4	/	-31	11	/	4	-3	-13
CN(C)/C=N/c1ncc(-c2ncc(C(F)(F)F)cc2Cl)cn1	-2	2	10	-10	-5	4	4	-32
O=C1c2ccccc2C(=O)N1CCCc1cn(C[C@H]2CC[C@@H]([C@@H]3CC[C@H](Cn4cc(CCCN5C(=O)c6ccccc6C5=O)nn4)O3)O2)nn1	2	0	-18	5	-4	-4	/	-33
C/C(=N\NS(C)(=O)=O)c1ccc(C)cc1	/	-7	4	-1	-12	/	1	/
CC1(Oc2ccc(CC#N)cc2)CCN(Cc2ccc(-n3ccnc3)cc2)C1 (configuration not stated)	6	0	-8	-6	-1	-5	/	0
COC(=O)CN1C(=O)[C@H]2[C@@H](c3ccc(C)o3)N3C(=O)CN(CCO)C(=O)[C@@]3(Cc3ccccc3)[C@H]2C1=O	-3	-2	-3	6	-24	3	/	/

SMILES	EWS-Fli block	Cneo AK release	PAX8 reporter	FN deposition inh	miR122 inh	CASP6 VEID inh	PGC1a acetyl inh	LGR2 inh
CCCN1[C@@H]2c3ccc(/C=C/c4ccccc4)c(=O)n3C[C@@H]2[C@@H](CO)[C@@H]1C(=O)NCC	4	0	28	/	3[16.7 µM]	1	/	-10
C[C@H](CO)N1C[C@H](C)[C@@H](CN(C)C(=O)Cc2ccccc2)OCCCC[C@H](C)Oc2ccc(NC(=O)C3CCCCC3)cc2C1=O	3	-3	-21	/	13[16.7 µM]	/	-8	-19
CCCN(CCC)Cc1cc(=O)oc2cc(OC)c(Cl)cc12	-9	0	-7	9	-2	4	9	-5
Cc1ccc(S(=O)(=O)NCC[C@@H]2CC[C@H](NC(=O)Nc3ccccc3F)[C@H](CO)O2)cc1	2	-4	3	/	/	-3	-3	4
O=C(O)c1ccccc1Nc1ccccc1	6	0	-13	-7	-11	/	4	10
O=C(C[C@H]1C[C@@H]2c3cc(NC(=O)C4CCOCC4)ccc3O[C@@H]2[C@@H](CO)O1)NCc1ccncc1	4	6	-4	-9	0[16.7 µM]	-2	1	9
CCSc1nnc(-c2ccccc2NC(C)=O)c(=O)[nH]1	/	/	11	7	1	/	16	/
CC(c1nc2ccccc2[nH]1)n1c(-c2ccncc2)nc2ccccc21 (configuration not stated)	0	/	-35	8	/	4	/	18
COc1ccc(S(=O)(=O)NCc2csc(C)n2)cc1OC	0	-1	16	4	-2	-4	6	-7
c1ccc(CSc2ncnc3c2ncn3C2CCCCO2)cc1 (configuration not stated)	-98	-1	-224	8	1	-2	-1	-99

SMILES	EWS-Fli block	Cneo AK release	PAX8 reporter	FN deposition inh	miR122 inh	CASP6 VEID inh	PGC1a acetyl inh	LGR2 inh
CCCC#Cc1ccc([C@H]2[C@@H](CO)N3C(=O)CN(C(=O)Nc4ccccc4F)C[C@@H]23)cc1	0	/	/	/	/	1	4	10
Cn1nc(C(F)(F)F)c(/C=N/OC(=O)c2ccccc2)c1SCc1ccc(Cl)cc1	/	1	3	1	1	/	-1	/
COc1cccc(S(=O)(=O)N(C)C[C@H]2Oc3ncc(C#CCC(C)C)cc3C(=O)N([C@@H](C)CO)C[C@@H]2C)c1	11	-12	?	/	43[16.7 µM]	1	1	4
O=C1O[C@H]([C@@H](O)CO)C(O)=C1O	-4	-5	-9	-13	5	4	-1	1
COc1ccc(C(=O)C(OC(=O)c2ccc(C)c(NC(C)=O)c2)c2ccccc2)cc1 (configuration not stated)	/	-7	6	5	-5	/	6	/
COc1ccc(OCC(=O)Nc2ccc(C(=O)Nc3ccccc3C(=O)O)cc2)cc1	/	-1	-16	-2	-5	7	8	29
Cc1ccc(N2C(=O)CS(=O)(=O)CC2=O)cc1	0	4	3	/	-2	3	1	-9
CN(C)C(=O)[C@@H]1[C@@H](CO)[C@@H]2Cn3c(ccc(-c4ccncc4)c3=O)[C@@H]2N1Cc1ccccc1F	0	-2	6	/	0[16.7 µM]	1	/	0
C[C@@H](NC(=O)C[C@H]1C[C@@H]2c3cc(NC(=O)Nc4ccccc4F)ccc3O[C@@H]2[C@@H](CO)O1)c1ccccc1	2	12	20	/	2[16.7 µM]	0	-4	8
Cc1cccnc1NC(=O)C1CC(=O)N(c2ccc3c(c2)OCCO3)C1 (configuration not stated)	-4	-1	/	-9	-3	-2	/	-5

SMILES	EWS-Fli block	Cneo AK release	PAX8 reporter	FN deposition inh	miR122 inh	CASP6 VEID inh	PGC1a acetyl inh	LGR2 inh
C[C@@H]1CN([C@H](C)CO)C(=O)c2cc(Br)cnc2O[C@@H]1CN(C)C(=O)c1ccccc1	-4&-7&-9	0&43&50	4&0&-10	12	1	-10&-6&-3	10&-4	9&5
O=C(O)C[C@@H]1C[C@@H]2c3cc(NC(=O)NC4CCCCC4)ccc3O[C@@H]2[C@H](CO)O1	2	0	-16	-11	6[16.7 µM]	-1	10	9
COc1ccc(-c2c(-c3ccccc3OC)sc3ccccc23)cc1	3	0	10	-1	5	-4	-5	-15
C[C@@H]1CCCCO[C@H](CN(C)S(=O)(=O)c2cccs2)[C@@H](C)CN([C@H](C)CO)C(=O)c2cc(N(C)C)ccc2O1	2	0	-3	/	-4[16.7 µM]	0	2	-12
COc1ccc(-n2c(C)cc(/C=N/Nc3nc(N4CCOCC4)nc(N4CCOCC4)n3)c2C)cc1	12	/	20	-1	/	3	/	-2
O=[N+]([O-])c1ccc(Cl)c(CN2CCC(O)CC2)c1	-13	/	-9	7	/	-13	/	2
COc1ccc(NC(=O)N(C)[C@H]2C[C@H]3c4[nH]c5ccccc5c4CCN3C(=O)[C@H]2[C@H](C)O)cc1	-8	/	3	8	3	5	-1	-34
Cc1ccc(-c2cnc3c(c2)C(=O)N([C@H](C)CO)C[C@H](C)[C@H](CN(C)C(=O)c2cccc(F)c2)O3)cc1	-13	-4	-5	-6	38[16.7 µM]	4	8	6
O=C(NCc1ccncc1)c1ccc(Cl)c(S(=O)(=O)N2CCCCC2)c1	22	/	-11	0	/	-2	-5	11
Nc1nc(-c2ccc3c(c2)CCCC3)c(CC(=O)O)s1	-3	1	10	-3	-6	0	-6	-37

SMILES	EWS-Fli block	Cneo AK release	PAX8 reporter	FN deposition inh	miR122 inh	CASP6 VEID inh	PGC1a acetyl inh	LGR2 inh
CCCOc1ccc(/C=N/NC(=O)CN2CCCCC2)cc1OCC	19	-3	5	3	5	-2	-8	4
CO[C@@H]1CN(C)C(=O)c2cc(NC(=O)Nc3ccccc3F)ccc2OC[C@@H](C)N(C(C)=O)C[C@@H]1C	0	-9	3	5	/	0	8	-5
CCOc1ccc(CCNc2nc3ccc(C)cc3n3cnnc23)cc1OCC	1	0	20	-1	/	2	-7	-11
COc1ccc(OCC(O)CNC(=O)c2ccccc2)cc1 (configuration not stated)	-4	/	7	1	/	2	7	-7
CCOCC(=O)Nc1nnc(C)s1	/	0	-4	5	-3	/	/	/
O=C(C[C@H]1CC[C@@H]2[C@H](COC[C@@H](O)CN2S(=O)(=O)c2ccccc2F)O1)NCc1ccccc1F	-5	1	4	0	2[16.7 µM]	13	0	-1
COc1ccc(-n2nnc3c(SC(C(C)=O)C(=O)N(C)C)ncnc32)cc1 (configuration not stated)	-8	-2	0	0	/	-4	/	1
CCOC(=O)C1=C(COC(=O)[C@@H]2CCCN2S(=O)(=O)c2ccc(C)cc2)NC(=O)NC1C (some centres not stated)	33	9	/	-3	-1	4	2	18
COc1ccc2oc3ccccc3c(=O)c2c1	-156	-3	-118	0	-7	-1	5	-60
N#Cc1cc(Oc2cccc3cccnc23)c(-n2nnc3ccccc32)cc1C#N	34	-19	/	/	0	-7	-139	5

SMILES	EWS-Fli block	Cneo AK release	PAX8 reporter	FN deposition inh	miR122 inh	CASP6 VEID inh	PGC1a acetyl inh	LGR2 inh
O=C(Cn1ccsc1=NC(=O)c1ccco1)c1ccccc1	/	-4	9	1	-4	/	-6	/
S=C(Nc1ccccn1)NC1CCCC1	0	/	-3	/	/	3	2	3
O=C(C[C@H]1CC[C@H]2NC[C@H](O)COC[C@@H]2O1)NCCc1ccncc1	-5	0	-4	-7	2[16.7 µM]	/	5	-3
COc1cc2c(cc1OC)C(c1ccccc1)NC(C)(C)C2 (configuration not stated)	9	-1	-1	1	-11	-3	2	17
Cc1ccsc1/C=N/Nc1ncnc2nc[nH]c12	-51	/	-57	3	/	-2	-16	-12
C[C@@H]1CN([C@H](C)CO)C(=O)c2cc(NC(=O)Nc3ccc4c(c3)OCO4)ccc2O[C@H]1CN(C)Cc1ccc(-c2ccccc2)cc1	10	0	/	/	-7[16.7 µM]	-4	3	1
COc1ccccc1CN1C(=O)C(C)ON=C1c1ccccc1F (configuration not stated)	2	-1	6	5	/	-3	/	13
CS(=O)(=O)c1ccc2nc(NC(=O)CC3CCCC3)sc2c1	4	1	/	/	-3	-1	-3	-25
COc1cc2ccccc2cc1C(=O)Nc1cccnc1	/	-2	-92	2	7	/	-8	/
C[C@@H]1CN([C@H](C)CO)C(=O)c2cc(NS(=O)(=O)c3cn(C)cn3)ccc2O[C@@H](C)CCCCO[C@@H]1CN(C)C	/	-1	-16	0	-2[16.7 µM]	0	6	0

SMILES	EWS-Fli block	Cneo AK release	PAX8 reporter	FN deposition inh	miR122 inh	CASP6 VEID inh	PGC1a acetyl inh	LGR2 inh
C[C@H]1CN([C@@H](C)CO)C(=O)c2cc(C#CC(C)(C)O)cnc2O[C@@H]1CN(C)C(=O)c1ccccc1F	-1	0	/	6	-6[16.7 µM]	-1	-11	-1
Cc1cccc(-n2c(-c3ccoc3C)n[nH]c2=S)c1	4	/	5	-3	/	0	/	4
CC(=O)Nc1ccc(/C=N/Nc2nc3ccccc3s2)cc1	-12	-3	-147	2	26	-2	-4	-50
Cc1cc(=S)[nH]c(=S)[nH]1	-1	0	-31	-17	-2	-1	-1	6
Cc1ccc(-n2c(-c3ccco3)nc3c(cnn3-c3ccccc3C)c2=O)cc1	12	-2	5	-7	1	-1	-2	-4
Cc1nc(-c2ccc(C(=O)NCCO)cc2)cs1	-19	-2	-41	-4	-3	3	/	-1
C[C@@H]1CN([C@H](C)CO)C(=O)c2cc(NS(=O)(=O)c3cccs3)ccc2O[C@@H](C)CCCCO[C@H]1CN(C)Cc1ccc2c(c1)OCO2	5	12	1	/	-2[16.7 µM]	/	0	3
COc1ccccc1NC(=O)c1ccccc1NS(=O)(=O)N1CCCC1	/	10	/	/	-7	/	5	17

# Source: PubChem (Broad Institute)
